High-throughput results deposited in PubChem BioAssay by National Center for Advancing Translational Sciences (NCATS).
HT1080 IDH1KD tx: qHTS for induction of synthetic lethality in tumor cells producing 2HG: qHTS for the HT-1080-IDH1KD cell line | 360,000 compounds, 2% hits | HT-1080 IDH1 knockdown viability, ATP luminescence, 48 h | AID 686971, 2013 | Potency, µM (doses to about 46.1 µM), for inactives: at the top dose activity, negative = toxicity, most hits filed as cytotoxic;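 also: potency is read from the fitted curve at half-maximal effect; 0% = DMSO wells and -100% = cell-free medium wells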
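IDH1KD HT-1080 cells, 750/well, RPMI + 5% FBS; compound pinned after 2 h settling; 48 h, 37 °C; CellTiter-Glo luminescence; % activity normalised to DMSO and no-cell wells; curves fitted, classed by r2 and efficacy.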
WRN helicase inh: qHTS for Inhibitors of WRN Helicase | WRN helicase unwinding, fluorescent forked duplex, kinetic | Potency, µM (top dose mostly 114 µM), for the others: top-dose activity change, negative = inhibition, actives largely listed as inhibitors | 360,000 compounds, 0.46% hits; also: potency is read from the fitted curve at half-maximal effect; % is scaled to controls: 0 for no effect and ±100 for the full control effect; nearly all actives have a fitted effect of over 55% in size
Target sequence (Q14191 whole entry, looked up): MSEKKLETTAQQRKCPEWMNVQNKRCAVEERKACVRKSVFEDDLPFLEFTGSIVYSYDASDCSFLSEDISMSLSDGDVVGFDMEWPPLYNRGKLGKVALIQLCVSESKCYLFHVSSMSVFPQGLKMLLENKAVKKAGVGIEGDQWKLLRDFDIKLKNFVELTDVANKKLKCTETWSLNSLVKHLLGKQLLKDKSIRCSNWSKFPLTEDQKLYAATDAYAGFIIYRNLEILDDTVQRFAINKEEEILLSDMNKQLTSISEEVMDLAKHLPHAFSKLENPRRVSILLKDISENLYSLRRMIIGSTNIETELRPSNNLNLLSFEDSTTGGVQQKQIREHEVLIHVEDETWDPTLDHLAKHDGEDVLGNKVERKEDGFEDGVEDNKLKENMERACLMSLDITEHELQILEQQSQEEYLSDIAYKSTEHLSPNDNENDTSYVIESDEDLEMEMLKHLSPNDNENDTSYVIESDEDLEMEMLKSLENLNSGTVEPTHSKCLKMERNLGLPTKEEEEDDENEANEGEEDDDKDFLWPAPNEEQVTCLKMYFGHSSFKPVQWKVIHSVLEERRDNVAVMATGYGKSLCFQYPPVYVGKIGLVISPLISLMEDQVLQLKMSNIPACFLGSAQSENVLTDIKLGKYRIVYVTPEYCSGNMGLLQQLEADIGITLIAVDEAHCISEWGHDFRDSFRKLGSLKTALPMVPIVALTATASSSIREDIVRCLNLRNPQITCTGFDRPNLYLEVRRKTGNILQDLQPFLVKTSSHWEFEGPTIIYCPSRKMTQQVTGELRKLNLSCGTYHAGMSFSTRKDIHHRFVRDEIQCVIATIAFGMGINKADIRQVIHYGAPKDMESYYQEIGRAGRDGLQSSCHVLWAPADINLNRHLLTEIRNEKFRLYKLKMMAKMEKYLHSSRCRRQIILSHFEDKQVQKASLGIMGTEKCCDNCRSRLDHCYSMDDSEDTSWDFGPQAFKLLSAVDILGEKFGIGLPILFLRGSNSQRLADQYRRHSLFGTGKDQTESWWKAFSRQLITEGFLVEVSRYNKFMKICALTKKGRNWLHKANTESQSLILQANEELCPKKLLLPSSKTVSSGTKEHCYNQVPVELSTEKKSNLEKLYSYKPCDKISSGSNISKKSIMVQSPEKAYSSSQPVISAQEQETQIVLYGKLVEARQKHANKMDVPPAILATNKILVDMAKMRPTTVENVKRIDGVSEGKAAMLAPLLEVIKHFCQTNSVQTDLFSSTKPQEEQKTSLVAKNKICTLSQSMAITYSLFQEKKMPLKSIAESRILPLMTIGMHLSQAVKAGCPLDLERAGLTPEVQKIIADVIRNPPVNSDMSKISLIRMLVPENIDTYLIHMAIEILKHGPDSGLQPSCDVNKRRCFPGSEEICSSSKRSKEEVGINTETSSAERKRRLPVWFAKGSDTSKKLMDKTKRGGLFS
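Screening of the MLSMR collection measured strand separation of a quenched forked DNA duplex (100 nM) by 20 nM WRN with 2 mM ATP, all final. Compounds were preincubated with enzyme 15 min at room temperature.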
KB-3-1 cytotox: qHTS assay for MDR1-selective chemotherapeutics: Primary screen using the parental adenocarcinoma cell KB-3-1; KB-3-1 viability, CellTiter-Glo ATP luminescence, 72 h; Potency, µM (titrated, usually from 46.1 µM), for the others: top-dose activity change, negative = cytotoxic, usual class: cytotoxic; 400,000 compounds, 1.4% hits; AID 1347075, 2019; also: potency is read from the fitted curve at half-maximal effect; % is scaled to controls: 0 for no effect and ±100 for the full control effect; nearly all actives have a fitted effect of over 60% in size
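72 h, 37 °C compound treatment of KB-3-1 parental cells; CellTiter-Glo added, 10 min, luminescence read. Data corrected against DMSO-only plates and normalized before curve fitting.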
ATXN2 expr inh: Primary qHTS for Inhibitors of ATXN expression; HEK-293 ATXN2-luciferase reporter, luminescence, 24 h; Potency, µM (top dose mostly 57 µM), for the others: at the top dose activity change, negative = inhibition, most hits filed as inhibitors; 360,000 compounds, 0.72% hits; also: potency is read from the fitted curve at half-maximal effect; % is scaled to controls: 0 for no effect and ±100 for the full control effect; nearly all actives have a fitted effect of over 55% in size
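qHTS (up to 57 uM final) was run with 24 h compound exposure of reporter cells at 37 °C. Each well was multiplexed: SteadyGlo luminescence measured ATXN2-luciferase expression after a fluorogenic Gly-Phe-AFC viability readout (25 uM final).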
MCF10A rerep: A quantitative high throughput screen for small molecules that induce DNA re-replication in MCF 10a normal breast cells | MCF 10A DNA re-replication, Hoechst nuclear intensity, 48 h | Potency, µM (titrated, usually from 46.1 µM), for the others: top-dose activity, positive = re-replication, actives largely listed as activators | 350,000 compounds, 2.9% hits; also: potency is read from the fitted curve at half-maximal effect; % of control where 0% means no effect; nearly all actives have a fitted effect of over 50% in size
HT1080-NT tox: qHTS for induction of synthetic lethality in tumor cells producing 2HG: qHTS for the HT-1080-NT fibrosarcoma cell line. 360,000 compounds, 1.6% hits. HT-1080-NT fibrosarcoma viability, CellTiter-Glo ATP luminescence, 48 h. AID 686970, 2013. Potency, µM (highest dose often 46.1 µM), for the others: top-dose activity, negative = less viability, most hits filed as cytotoxic;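 also: NT is the 2HG producing partner of a matched IDH1 knockdown line; potency is read from the fitted curve at half-maximal effect; 0% = DMSO-treated cells and -100% = media-only wells without cells; nearly all actives have a fitted effect of over 55% in size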
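Luminescent CellTiter-Glo readout after 48 hours of compound exposure at 37 degrees C defined viability of HT-1080-NT cells. Activity was normalized to DMSO wells and cell-free media wells; concentration-response curves were fitted and assigned curve classes.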
KB-V1 MDR tox: qHTS assay for MDR1-selective chemotherapeutics: Primary screen using the drug-selected MDR subline cells KB-V1. KB-V1 MDR cells viability, CellTiter-Glo, 72 h. Potency, µM (highest dose often 46.1 µM), for inactives: at the top dose activity change, negative = cytotoxicity, most hits filed as cytotoxic. 400,000 compounds, 3.4% hits. AID 1347076, 2019; also: potency is read from the fitted curve at half-maximal effect; % is scaled to controls: 0 for no effect and ±100 for the full control effect; nearly all actives have a fitted effect of over 60% in size
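Readout: CellTiter-Glo luminescence, 10 min after addition. Cells: KB-V1 MDR subline, 72 h at 37 degrees C with compound. Analysis: corrected, normalized data fitted to concentration-effect curves.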
IL-1B inflam inh: qHTS for Inhibitors of Inflammasome Signaling: IL-1-beta AlphaLISA Primary Screen; THP-1 LPS/ATP IL-1B secretion, AlphaLISA, 16 h; hits give low values; activity change, % at 57.5 µM; 360,000 compounds, 4.7% hits; in the data active = activity change below about -50%; inconclusive = mostly about -30% to -49%; also: % is scaled to controls: 0 for no effect and ±100 for the full control effect
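Secreted IL-1B measured by AlphaLISA bead assay after 16 h compound exposure of THP-1 cells; compounds (final up to 57.5 uM) added 1 h before LPS (250 ng/mL) and ATP (1.25 mM) stimulation; lower signal means less secretion.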
SW480 rerep: A quantitative high throughput screen for small molecules that induce DNA re-replication in SW480 colon adenocarcinoma cells; 340,000 compounds, 1.8% hits; Potency, µM (highest dose often 46.1 µM), inactives show at the highest dose re-replication activation, most hits filed as activators; SW480 DNA re-replication, Hoechst DNA content imaging, 48 h; also: potency is read from the fitted curve at half-maximal effect; % of control where 0% means no effect; nearly all actives have a fitted effect of over 55% in size
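Cells (250 per well) received 23 nL compound or DMSO by pin tool and were kept 48 hr at 37 C, 5% CO2. Nuclei were then stained with Hoechst for 40 min and scanned for DNA content.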
* hit, by the source's call; ? = inconclusive; · = no result given; & = joins results of further samples; [ ] = another dose, or the depositor's remark. Unless noted, calls follow the shape of the dose curve; as a rule, active = well fitted curve in the direction sought with a large enough effect; inconclusive = small, poorly fitted or top-dose-only effect, or another doubt; inactive = no such curve, though single readings can be large; an effect the other way counts as inactive or inconclusive.

compound	HT1080 IDH1KD tx	WRN helicase inh	KB-3-1 cytotox	ATXN2 expr inh	MCF10A rerep	HT1080-NT tox	KB-V1 MDR tox	IL-1B inflam inh	SW480 rerep
CN1C(=O)c2ccc(C(=O)NCc3ccc4c(c3)OCO4)cc2C1=O	?	7.0%	2.2%	-11.7%	-2.3%	0.3%	1.5%	30.5	4.1%
Fc1ccc(OCc2nn3cnnc3s2)cc1	-1.6%	0.2%	2.5%	-1.5%	-0.8%	-1.2%	-11.5%	-5.6	-5.7%
C=CCn1c(C(C)NC(=O)COC)nc2ccccc21 (stereo not given)	3.4%	-16.0%	1.3%	-3.3%	-8.8%	27.3%	6.3%	1.1	-9.5%
CCn1cc(C(=O)NCc2ccccc2OC)c(=O)c2cc(S(=O)(=O)N(C)C)ccc21	-0.2%	1.7%	-5.5%	-12.3%	14.5%	-4.7%	-0.3%	0.0	15.3%
CN(C(=O)COC(=O)CNC(=O)c1cccs1)c1c(N)n(Cc2ccccc2)c(=O)[nH]c1=O	11.2%	1.8%	-6.3%	5.2%	-3.8%	9.5%	2.4%	28.4	-24.9%
CC1=C(CC(=O)O)c2cc(F)ccc2C1=Cc1ccc(S(C)(=O)=O)cc1	0.1%	3.2%	0.0%	4.6%	-49.2%[inhibitor]	0.3%	9.8%	12.4	4.1%
CC(C)Oc1ccc(C(=O)NC2CCCCC2)cc1	4.2%	1.1%	-2.7%	45.8%[activator]	-3.3%	6.8%	0.4%	-6.2	2.3%
C=Cc1ccc(COC(=O)c2cn(CC)c3nc(C)ccc3c2=O)cc1	-2.2%	-0.1%	7.9%	3.6%	0.0%	-5.1%	6.6%	-5.4	3.3%
CCOCCCNC(=O)CN1CCN(S(=O)(=O)c2ccc3c(c2)CCC3)CC1	5.9%	-2.6%	-2.0%	·	5.0%	10.3%	-13.9%	15.2	3.0%
CN(Cc1ccccc1)C(=O)Nc1ccccc1	-6.9%	4.8%	2.2%	-12.5%	3.1%	-5.4%	12.4%	-7.5	13.3%
Cc1cc(S(=O)(=O)NCCCN2CCOCC2)ccc1F	4.6%	2.1%	32.7%	-1.5%	9.9%	11.0%	24.2%	16.3	-2.6%[9.22 µM]
COc1ccc(NC(=O)c2sc3nc(N4CCOCC4)c4c(c3c2N)CCCC4)cc1	15.2%	-2.9%	4.8%	·	·	22.1%	-3.9%	-3.9	·
Cc1ccc(C(=O)NCC(=O)OCCCn2c(=O)[nH]c3ccccc32)cc1	17.1%	-1.3%	5.8%	1.1%	?	8.1%	0.0%	15.2	-87.0%[inhibitor]
CCC(C)[C@H]1CNC(=O)C(=O)N1CCCc1cc(OC)c(OC)c(OC)c1 (stereo not given in full)	13.1%	15.8%	3.8%	1.7%	8.4%	-0.5%	16.4%	-0.1	-6.6%
CCOC(=O)c1cnc2sccn2c1=O	-1.4%	1.7%	-8.0%	4.6%	?	1.5%	0.2%	11.6	14.6µM*
Cc1cc2nc(-c3cccc(Br)c3)c(Cc3cccc(Cl)c3)n2c(C)c1Br	10.6%	-4.0%	7.5%	2.3%	·	18.4%	?	47.6	·
CC(=O)c1ccc(OCC(C)C)c(Cc2c(O)nc(N)[nH]c2=O)c1	1.3%	-22.6%	?	-1.5%	-4.5%	-1.0%	11.1%	0.0	·
NNC(=S)Nc1c(F)cc(F)cc1Br	-6.5%	-13.4%	-3.7%	1.6%	?	1.5%	16.4%	-10.5	5.7%
N#Cc1ncc(-c2ccc3c(c2)OCCOCCOCCOCCO3)nc1C#N	12.1%	2.6%	?	13.8%	18.4µM*	11.5%	0.1%	-103.2*	?
COc1ccc(-c2nnc(NC(=O)c3ccc(S(=O)(=O)N4CCc5ccccc5C4)cc3)o2)cc1	-19.2%	4.9%	?	?	-3.7%	?	10µM*	6.1	?
CCOC(=O)C1CCCN(C(=O)Nc2cccc(Cl)c2)C1 (stereo not given)	-13.9%	0.4%	0.3%	6.6%	-10.1%	5.6%	?	28.3	-5.1%
COc1ccc(CN(C)C(=O)Cn2cc(C)c(=O)[nH]c2=O)cc1OC	-0.3%	2.3%	0.0%	2.0%	-1.2%	2.2%	-3.6%	0.1	-56.0%[inhibitor]
Cc1ccc(C)c(OCc2cc(C(=O)N(C)Cc3nccn3C)no2)c1	-0.2%	-2.7%	-2.9%	-1.5%	16.2%	-17.2%	13µM*	2.5	-0.2%
COc1ccc(C2C(C#N)=C(N)OC3=C2C(=O)CC(C)(C)C3)cc1Cn1nc(C)c([N+](=O)[O-])c1C (stereo not given)	-1.7%	5.1%	-0.8%	·	8.0%	-5.6%	10.5%	7.8	0.5%
COc1cccc(NC(=O)CN(C)C(=O)c2cc(Cl)nc3ccccc23)c1	-3.4%	-1.5%	0.0%	·	·	-6.4%	?	17.2	·
COCCCNc1nc2c(c(=O)n(Cc3ccc(F)cc3)c(=O)n2C)n1C	0.6%	-4.8%	-0.7%&-8.1%	-2.7%&1.5%	3.9%	7.0%	?	30.2	-4.5%
COc1ccccc1NC(=O)c1sc(Cl)nc1C	8.7%	-2.7%	2.7%	·	12.4%	10.2%	-3.8%	-13.1	-15.2%
Cc1ccc(C)c(N2CCN(S(=O)(=O)c3cc4c(cc3Cl)NC(=O)CO4)CC2)c1	0.7%	4.9%	?	-6.5%	3.1%	11.4%	4.8%	16.5	3.3%
CCC(=O)NNc1ncnc2ccccc12	7.4%	-4.9%	-1.9%	·	-2.8%	1.7%	?	0.0	-20.1%
COc1cc(NC(=O)Nc2nc(C(N)C3CCCCC3)cs2)cc(OC)c1OC (stereo not given)	20.6µM*	-6.2%	?	?	·	-76.7%	12.8%	-6.2	·
CC1=C(C(=O)N2CCOCC2)CC(CC(=O)NCc2cccc3ccccc23)C(=O)N1CCC1=CCCCC1 (stereo not given)	-3.1%	-1.3%	3.2%	-3.0%	·	2.6%	-13.8%	-8.2	·
O=C1CC(C2CCCO2)C(=O)N1c1ccccc1 (stereo not given)	-6.0%	-4.0%	-1.8%	-0.1%	0.0%	-24.7%	2.0%	11.5	5.8%
Cc1ccc(NC(=S)N(CCCN2CCOCC2)Cc2ccco2)cc1Cl	-1.1%	12.1%	2.7%	-23.6%	4.8%	1.6%	-14.6%	-9.7	-1.3%
Cc1cc(C)cc(NC(=S)N2CCN(CCO)CC2)c1	-0.2%	-1.5%	6.6%	11.0%	10.0%	-4.9%	-10.9%	0.0	-4.6%
CCOC(=O)C(C)Sc1nnc2c3ccccc3n(C)c2n1 (stereo not given)	2.1%	2.0%	10.2%	34.7%	1.84µM*	10.1%	0.0%	56.1	-7.6%
CCOC(=O)C1CCCN(C(=O)c2ccc(S(=O)(=O)N3CCOCC3)cc2)C1 (stereo not given)	5.9%	7.0%	-7.6%	0.8%	1.3%	3.5%	-19.6%	-4.6	1.5%
O=C(COC(=O)c1ccccc1OCc1ccccc1Cl)NC1CCS(=O)(=O)C1 (stereo not given)	0.9%	7.3%	24.3%	-13.3%	-2.5%	2.9%	-14.0%	?	-0.2%
COc1ccc(S(=O)(=O)N2CCN(C(c3ccccc3)c3ccccc3)CC2)cc1NC(C)=O	-2.1%	4.2%	-0.9%	-3.2%	-26.5%	-1.7%	-2.3%	-17.3	-6.5%
COc1ccc(NC(C)C(=O)N/N=C/c2cc(Br)ccc2OC)cc1 (stereo not given)	0.8%	-6.0%	1.6%	-5.4%	17.2%	-3.6%	-1.9%	-22.3	17.7%
CCCc1noc2c1/C(=N\O)CCC2	4.2%	-1.2%	17.7%	29.4%	-1.3%	-1.4%	5.9%	?	-0.8%
CCOC(=O)c1c(C)n(C)c2ccc(O)c(CN3CCN(C)CC3)c12	0.1%	-4.8%	1.4%	-10.0%	6.7%	5.4%	0.1%	-1.1	-0.2%
CCC(C)(C)C1CCc2nc3ccccc3c(C(=O)OC(C)C(=O)Nc3c(C)n(C)n(-c4ccccc4)c3=O)c2C1 (stereo not given)	-25.2%	-33.5%[57.1 µM]	0.0%	-21.8%	11.9%	-25.0%	0.0%	-22.1	5.5%

An excerpt from above in order of their number in WRN helicase inh, smallest number first:
| Compound | WRN helicase inh | IL-1B inflam inh | SW480 rerep |
| --- | --- | --- | --- |
| COc1ccccc1NC(=O)c1sc(Cl)nc1C | -2.7% | -13.1 | -15.2% |
| CCCc1noc2c1/C(=N\O)CCC2 | -1.2% | ? | -0.8% |
| CN1C(=O)c2ccc(C(=O)NCc3ccc4c(c3)OCO4)cc2C1=O | 7.0% | 30.5 | 4.1% |
